Bioassay records from PubChem BioAssay.
IL-1B inflam inh = qHTS for Inhibitors of Inflammasome Signaling: IL-1-beta AlphaLISA Primary Screen; 4.7% of 360,000 active; THP-1 LPS/ATP IL-1B secretion, AlphaLISA, 16 h; stronger effect = lower value; AID 743279, 2014; activity change, % at 57.5 µM; in the data active = activity change below about -50%; inconclusive = mostly about -30% to -49%; also: % is scaled to controls: 0 for no effect and ±100 for the full control effect
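Secreted IL-1B measured by AlphaLISA bead assay after 16 h compound exposure of THP-1 cells; compounds (final up to 57.5 uM) added 1 h before LPS (250 ng/mL) and ATP (1.25 mM) stimulation; lower signal means less secretion.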
DRD3 antagonist = qHTS of D3 Dopamine Receptor Antagonist: qHTS; D(3) dopamine receptor (Homo sapiens), P35462; D3R cells, DiscoveRx beta-arrestin luminescence, antagonist mode; stronger effect = lower value; max response, negative = inhibition, %; 2.5% of 360,000 active; in the data active = max response below about -50%; inconclusive = no clear call, values can overlap the other calls; also: % is scaled to controls: 0 for no effect and ±100 for the full control effect; mostly tested at two doses, the higher about 12 µM
Target sequence (P35462 whole entry, looked up): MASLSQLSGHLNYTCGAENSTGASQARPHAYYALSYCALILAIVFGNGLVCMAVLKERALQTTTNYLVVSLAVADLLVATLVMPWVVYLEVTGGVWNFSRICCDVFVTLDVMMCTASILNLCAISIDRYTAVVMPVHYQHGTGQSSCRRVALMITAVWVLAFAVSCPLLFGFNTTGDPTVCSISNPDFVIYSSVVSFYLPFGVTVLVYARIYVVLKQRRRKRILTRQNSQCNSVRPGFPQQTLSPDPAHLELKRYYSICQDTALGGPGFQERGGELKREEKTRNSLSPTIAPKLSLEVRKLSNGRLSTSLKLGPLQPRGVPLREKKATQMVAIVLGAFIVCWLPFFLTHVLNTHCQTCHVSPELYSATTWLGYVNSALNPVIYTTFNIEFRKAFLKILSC
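Cells expressing the human receptor were seeded at 1500 cells/well, incubated overnight at 37 degrees C in 5% CO2, then exposed to library compounds with dopamine controls for 90 minutes at 37 degrees C before luminescent detection.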
HT1080 IDH1KD tx = qHTS for induction of synthetic lethality in tumor cells producing 2HG: qHTS for the HT-1080-IDH1KD cell line. 2% of 360,000 active. HT-1080 IDH1 knockdown viability, ATP luminescence, 48 h. AID 686971, 2013. Potency, µM (series often up to 46.1 µM), without a hit: at the top dose activity, negative = toxicity, most hits filed as cytotoxic;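 also: potency is read from the fitted curve at half-maximal effect; 0% = DMSO wells and -100% = cell-free medium wells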
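Viability of IDH1-knockdown HT-1080 fibrosarcoma cells was assessed by CellTiter-Glo after 48 h at 37 °C with titrated compound; concentration-effect curves were classified by fit quality and response size.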
SW480 rerep = A quantitative high throughput screen for small molecules that induce DNA re-replication in SW480 colon adenocarcinoma cells; SW480 DNA re-replication, Hoechst DNA content imaging, 48 h; Potency, µM (titrated, usually from 46.1 µM), inactives show at the top dose re-replication activation, actives largely listed as activators; 1.8% of 340,000 active; also: potency is read from the fitted curve at half-maximal effect; % of control where 0% means no effect; nearly all actives have a fitted effect of over 55% in size
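Treated cells incubate 48 hr (37 C, 5% CO2), are stained 40 min with Hoechst, and nuclear fluorescence is enumerated; a rise in nuclei with high DNA signal marks re-replication.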
KB-3-1 tox = qHTS assay for MDR1-selective chemotherapeutics: Primary screen using the parental adenocarcinoma cell KB-3-1; KB-3-1 viability, CellTiter-Glo ATP luminescence, 72 h; 1.4% of 400,000 active; Potency, µM (titrated, usually from 46.1 µM), inactives show top-dose activity change, negative = cytotoxic, usual class: cytotoxic; also: potency is read from the fitted curve at half-maximal effect; % is scaled to controls: 0 for no effect and ±100 for the full control effect; nearly all actives have a fitted effect of over 60% in size
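Viability of parental KB-3-1 cells, measured by CellTiter-Glo luminescence, followed a 72 h incubation at 37 °C with pinned compounds in phenol-red-free DMEM containing 10% FBS.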
HT1080NT lethal = qHTS for induction of synthetic lethality in tumor cells producing 2HG: qHTS for the HT-1080-NT fibrosarcoma cell line; AID 686970, 2013; 1.6% of 360,000 active; HT-1080-NT fibrosarcoma viability, CellTiter-Glo ATP luminescence, 48 h; Potency, µM (series often up to 46.1 µM), for the others: top-dose activity, negative = less viability, usual class: cytotoxic;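 also: NT is the 2HG producing partner of a matched IDH1 knockdown line; potency is read from the fitted curve at half-maximal effect; 0% = DMSO-treated cells and -100% = media-only wells without cells; nearly all actives have a fitted effect of over 55% in size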
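A 48-hour cytotoxicity screen used HT-1080-NT cells plated 2 hours before compound delivery. ATP-based CellTiter-Glo luminescence measured viability, normalized to DMSO and no-cell controls.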
GLP-1R agonist = qHTS of GLP-1 Receptor Agonists | Glucagon-like peptide 1 receptor (Homo sapiens), P43220 | HEK293 GLP-1R CRE-luciferase, luminescence, 4-6 h; cells express a hypersensitive GLP-1R form | Potency, µM (titrated, usually from 45.6 µM), for inactives: at the top dose activation, usual class: activators | 0.007% of 380,000 active; also: potency is read from the fitted curve at half-maximal effect; % of control where 0% means no effect
Target sequence (P43220 whole entry, looked up): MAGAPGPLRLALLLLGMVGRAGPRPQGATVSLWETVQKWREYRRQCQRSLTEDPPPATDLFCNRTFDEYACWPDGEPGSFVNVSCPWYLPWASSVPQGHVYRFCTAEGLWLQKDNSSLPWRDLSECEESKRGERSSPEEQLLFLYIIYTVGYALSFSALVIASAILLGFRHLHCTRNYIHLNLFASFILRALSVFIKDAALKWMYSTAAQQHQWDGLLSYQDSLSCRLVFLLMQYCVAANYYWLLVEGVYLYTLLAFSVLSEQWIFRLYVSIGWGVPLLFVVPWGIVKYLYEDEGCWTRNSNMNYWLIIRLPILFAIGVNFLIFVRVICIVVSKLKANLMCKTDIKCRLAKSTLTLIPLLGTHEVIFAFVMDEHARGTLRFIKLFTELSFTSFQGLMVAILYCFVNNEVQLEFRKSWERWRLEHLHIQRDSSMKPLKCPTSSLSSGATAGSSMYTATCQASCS
KB-V1 MDR tox = qHTS assay for MDR1-selective chemotherapeutics: Primary screen using the drug-selected MDR subline cells KB-V1; KB-V1 MDR cells viability, CellTiter-Glo, 72 h; Potency, µM (series often up to 46.1 µM), without a hit: top-dose activity change, negative = cytotoxicity, usual class: cytotoxic; 3.4% of 400,000 active; AID 1347076, 2019; also: potency is read from the fitted curve at half-maximal effect; % is scaled to controls: 0 for no effect and ±100 for the full control effect; nearly all actives have a fitted effect of over 60% in size
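Luminescent ATP read-out (CellTiter-Glo, 10 min) measures survival of drug-selected KB-V1 MDR cells after 72 h, 37 degrees C compound exposure. Medium: phenol-red-free DMEM, 10% FBS. Values from fitted concentration-response curves.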
DRD3 agonist = qHTS of D3 Dopamine Receptor Agonist: qHTS | 0.58% of 410,000 active | AID 652048, 2013 | D3R DiscoveRx beta-arrestin cells, luminescence, 90 min | max activation, % | D(3) dopamine receptor (Homo sapiens), P35462; in the data active = max activation above about 30%; also: 0% is about no effect; mostly tested at two doses, the higher about 12 µM
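Agonist mode: compounds and dopamine controls were applied to plated cells for 90 min at 37 degrees C after an overnight attachment at 1500 cells/well. Luminescent read-out followed 30 - 60 minutes at room temperature with DiscoveRx detection reagent.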
Active calls of the source: *; ? = inconclusive; · = not tested or not shown; [ ] = another dose, or the depositor's remark. Unless noted, calls follow the shape of the dose curve; as a rule, active = well fitted curve in the direction sought with a large enough effect; inconclusive = small, poorly fitted or top-dose-only effect, or another doubt; inactive = no such curve, though single readings can be large; an effect the other way counts as inactive or inconclusive.

structure | DRD3 agonist | IL-1B inflam inh | HT1080NT lethal | KB-V1 MDR tox | SW480 rerep | HT1080 IDH1KD tx | DRD3 antagonist | KB-3-1 tox | GLP-1R agonist
Cn1nnnc1SCCNCc1ccc(Cl)c(Cl)c1 | -18 | · | · | 18% | · | · | · | -7% | 1%
Cc1c(Cl)c([N+](=O)[O-])nn1CCCC(=O)Nc1sc2c(c1C#N)CCC2 | -2 | 29 | 14% | 2% | -4% | 0% | -8 | -3% | 4%
COc1cccc(/C=N/NC(=O)c2cccc(N3CCCC3=O)c2)c1 | 5 | -9 | 18% | 6% | -13% | 7% | 12 | 1% | 5%
CN(c1ccccc1)S(=O)(=O)c1ccc(C(=O)NCCc2ccc(F)cc2)cc1 | -5 | 30 | -11% | -28% | -3% | -6% | -9 | -4% | 10%
COc1cccc(-c2cc(=O)c3cc(NC(=O)c4ccc(Cl)cc4)ccc3[nH]2)c1 | -14 | 45 | -6% | 15% | ? | 0% | ? | 1.3µM* | -4%
Cc1ccc(Nc2nc3ccccc3nc2-n2nc(C)cc2C)cc1 | -1 | 5 | 5% | -3% | 1% | 20% | -11 | 11% | -1%
O=C(NC1CCCCCCC1)c1cnccn1 | 6 | 6 | 1% | 11% | -10% | 4% | 12 | 14% | -1%
CN(CC(=O)Nc1ccc(F)c(Cl)c1)S(=O)(=O)c1ccc2c(c1)n(C)c(=O)c(=O)n2C | 1 | -2 | -5% | -3% | -27% | -3% | -16 | -2% | -7%
Cc1cc2c(cc1S(=O)(=O)CCC(=O)N1CCC(C)CC1)OCC(=O)N2 | 6 | · | · | -10% | · | · | · | 20% | -7%
CCN(CCCNC(=O)c1cc2cc3ccc(C)cc3nc2s1)c1ccccc1 | -20 | · | · | -14% | · | · | · | ? | 1%
COc1ccc(NC(=O)CCS(=O)(=O)c2cccc3nonc23)cc1 | -2 | -5 | 16% | -22% | -1% | 13% | 0 | 4% | 4%
Cc1cccc(NC(=O)c2cc3cc([N+](=O)[O-])ccc3s2)n1 | 2 | 6 | 8% | 1% | -18% | 8% | 6 | 5% | 9%
NS(=O)(=O)c1ccc(CCNC(=O)c2ccc([N+](=O)[O-])cc2[N+](=O)[O-])cc1 | -2 | 12 | -3% | 1% | -5% | -3% | -6 | 1% | 10%
CCOC(=O)N1CCN(C(=O)COC(=O)C2CCN(S(=O)(=O)c3c(C)c(C)cc(C)c3C)CC2)CC1 | 4 | 11 | 3% | -4% | -5% | 3% | 19 | -4% | -7%
Cc1ccc(S(=O)(=O)NCc2ccc(C(=O)NC3CCC(C)CC3)cc2)cc1 (configuration not stated) | 0 | 7 | -26% | 4% | -16% | ? | 3 | 8% | 7%
CN(CC(=O)Nc1ccccc1Cl)C(=O)COC(=O)CSc1ccc(F)cc1 | -2 | 6 | -9% | 6% | -4% | 0% | -1 | 1% | 3%
Cc1ccccc1C(=O)Nc1ccc(CN2CCOCC2)cc1 | 1 | -4 | -7% | 0% | -4% | -6% | 5 | 19% | -7%
C/C(CC1CC(COCC(C)C)OC1=O)=N\NC(N)=S (configuration not stated) | 3 | -7 | -4% | -27% | ? | -6% | 1 | 12% | -1%
CC(C)C#Cc1cnc2c(c1)C(=O)N([C@@H](C)CO)C[C@@H](C)[C@H](CN(C)Cc1cccc(F)c1)O2 | -8 | ? | -25% | -7% | · | -22% | -24 | -23% | 21%
Cc1cccc(NC(=O)C2COc3ccccc3O2)n1 (configuration not stated) | -6 | -14 | 0% | 0% | -7% | 11% | -16 | -3% | -3%

In the list so far, 3 have a thiophene ring, fused or not.
structure | DRD3 agonist | IL-1B inflam inh | HT1080NT lethal | KB-V1 MDR tox | SW480 rerep | HT1080 IDH1KD tx | DRD3 antagonist | KB-3-1 tox | GLP-1R agonist
Cc1c(Cl)c([N+](=O)[O-])nn1CCCC(=O)Nc1sc2c(c1C#N)CCC2 | -2 | 29 | 14% | 2% | -4% | 0% | -8 | -3% | 4%
CCN(CCCNC(=O)c1cc2cc3ccc(C)cc3nc2s1)c1ccccc1 | -20 | · | · | -14% | · | · | · | ? | 1%
Cc1cccc(NC(=O)c2cc3cc([N+](=O)[O-])ccc3s2)n1 | 2 | 6 | 8% | 1% | -18% | 8% | 6 | 5% | 9%

Other records:
structure | DRD3 agonist | IL-1B inflam inh | HT1080NT lethal | KB-V1 MDR tox | SW480 rerep | HT1080 IDH1KD tx | DRD3 antagonist | KB-3-1 tox | GLP-1R agonist
CC(Sc1nncs1)C(=O)Nc1ccc(S(=O)(=O)Nc2ncccn2)cc1 (configuration not stated) | 1 | 12 | 1% | 2% | -17% | -4% | -14 | 3% | -1%
COCCNC(=O)CN1C(=O)/C(=C/c2ccccc2)Oc2ccc(C(C)(C)C)cc21 | -6 | -53* | 12% | 0% | 15% | -1% | 21 | -22% | -3%
CCOc1cc(/C=C2\C(=O)ON=C2c2ccccc2)ccc1OC | -2 | -94* | 0% | ? | ? | -3% | -9 | 10% | 0%
COc1cc2c(cc1OC)CN(CC(=O)Nc1ccc(Cl)cc1Cl)CC2 | -6 | 12 | -12% | ? | 2% | -9% | ? | -4% | 7%
COc1ccc(-c2nc(C)c(CCNC(=O)c3cc(OC)c(OC)c(OC)c3)s2)cc1OC | 7 | · | · | ? | · | · | · | ? | 31%
CCCNc1c(NS(=O)(=O)c2ccc(C(C)(C)C)cc2)c(=O)oc2ccccc12 | -5 | 9 | -1% | ? | -17% | -5% | 0 | -2% | -8%
CC(C)(C)NC(=O)C1CCN(c2ccc(S(=O)(=O)N3CCOCC3)cc2Cl)CC1 | 4 | 9 | -10% | ? | -6% | -5% | -8 | -13% | 0%
CCC(C(=O)NC(C)(C)C)N(Cc1ccc(OC)cc1)C(=O)c1snc(C(N)=O)c1N (configuration not stated) | 1 | -3 | -1% | -3% | · | 0% | 22 | -9% | 10%
CCOc1c(Br)cc(CNC2CCCCCCC2)cc1OC | -19 | -94* | -15% | ? | ? | -17% | ? | ? | -1%
CC(C)N=c1c([N+](=O)[O-])nn(C)n1O | 4 | 10 | -1% | -22% | ? | -3% | -1 | 4% | -5%
O=c1[nH]c2sc3c(c2c2nncn12)CCCC3 | 3 | 45 | 2% | ? | -1% | -6% | 34 | ? | 2%
COC(=O)c1sc(NC(=O)OCc2ccccc2)nc1CCNC(=O)OC(C)(C)C | 2 | -4 | 0% | -10% | · | 0% | 23 | -4% | ·
Cc1ccc(-c2ccc(CN3C(C)C(=O)N(Cc4cn(Cc5ccco5)nn4)CCS3(=O)=O)cc2)cc1 (configuration not stated) | 5 | -10 | ? | 16% | · | ? | 27 | 5% | 3%
CCCc1cc(C(=O)OCC(=O)NCCc2ccccc2)sc1C | -1 | 12 | 12% | 0% | · | 11% | -9 | 6% | 1%
N#CC1=C(N)SC(N)=C(C#N)C1C1CC=CCC1 (configuration not stated) | -3 | -2 | 2% | 2% | ? | -2% | 22 | -8% | -2%
Cn1c2ccccc2c(=O)c2ccc(NCCc3cccs3)cc21 | 8 | 0 | -25% | -14% | -93%[inhibitor][9.22 µM] | -20% | 35 | -14% | 4%
COc1cccc(CN2CCC2(C)C(=O)Nc2ccc3c(c2)CCN3C(C)=O)c1F (configuration not stated) | 9 | ? | -21% | 1% | · | -20% | 72 | 0% | 27%
CC1CCCCN1CCNc1nc(=S)[nH]c2ccccc12 (configuration not stated) | -18 | -9 | -6% | 11% | 4% | 19% | 43 | 15% | -11%
COc1ccc(CNC(=O)C2COc3ccccc3O2)c(OC)c1 (configuration not stated) | -2 | ? | 4% | -5% | 2% | 17% | 0 | 5% | -4%
OCC[C@@H]1C[C@H](O)[C@@H](O)[C@]2(OCCc3cc(Cl)ccc32)O1 | -11 | -14 | -1% | ? | · | 23% | 0 | 0% | 2%
CCN1CCN(c2ccc(S(=O)(=O)N3CCOCC3)cc2NC(=O)CC(NC(C)=O)c2ccccc2)CC1 (configuration not stated) | -2 | -2 | -2% | -4% | 4% | 0% | -17 | -6% | -1%
COc1ccc(C2=NN(C(=O)CN3CCCC3)C(c3ccc(OC)cc3)C2)cc1 (configuration not stated) | -1 | -62* | -1% | ? | -29% | -5% | 11 | 6% | 16%
O=C1CCN(Cc2ccccc2)C=C1c1ccc2ccccc2c1 | 13 | -3 | -3% | -3% | -3% | 3% | 16 | -2% | 15%

Some entries already given, limited to KB-V1 MDR tox.
| canonical_smiles | KB-V1 MDR tox |
| --- | --- |
| CCN(CCCNC(=O)c1cc2cc3ccc(C)cc3nc2s1)c1ccccc1 | -14% |
| COc1ccc(NC(=O)CCS(=O)(=O)c2cccc3nonc23)cc1 | -22% |
| Cc1cccc(NC(=O)c2cc3cc([N+](=O)[O-])ccc3s2)n1 | 1% |
| NS(=O)(=O)c1ccc(CCNC(=O)c2ccc([N+](=O)[O-])cc2[N+](=O)[O-])cc1 | 1% |
